# MT1-MMP act inh: MT1-MMP (human) activation inhibition. 360,000 compounds, 0.061% hits. HT1080 RFP-PRO-GFP cells, GFP/RFP ratio fluorescence, overnight; percent of plate control window, DMSO zero. P50281. GFP/RFP ratio change, % at 20 µM;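 active = GFP/RFP ratio change of at least 30% with cell ATP level not reduced by more than half and red fluorescence within 50% of control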; note: strong numbers were not always called active
#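 Assay system: HT1080 cells carrying an RFP-PRO-GFP reporter | Dosing: Single dose of 20 µM compound, 1% DMSO final | Incubation: Cells overnight before dosing, compound overnight, 37 °C, 5% CO2 | Evaluation: GFP/RFP fluorescence ratio | Control set: DMSO and RFP-L50D-GFP cell wells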
# CSN inh: blocks human CSN-mediated cullin deneddylation | inhibition, % at 12.5 µM | Q92905 | 360,000 compounds, 0.38% hits | Purified CSN, SCF-Nedd8-OG deneddylation, fluorescence polarization | AID 651999;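 active = pattern-corrected inhibition above about 35%, with an unprinted fluorescence ratio check between 0.5 and 1.5, limit read from the data, passing the limit was not always enough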;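 note: 0% = enzyme with substrate and 100% = substrate without enzyme; some results filed as inactive read as strong as hits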
#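 Assay system: purified human Csn5 enzyme expressed in HEK293T cells; Input: 0.24 nM Csn5 enzyme, final concentration; Reagent: 10 nM SCFSkp2-Nedd8OG; Compound dosing: 12.5 µM single point; Times: reaction 90 min, room temperature; Technique: fluorescence polarization readout.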
# bovine MsrA act: bovine methionine sulfoxide reductase A activation | purified bovine MsrA, absorbance read-out | activation, % at 10.6 µM | 360,000 compounds, 0.3% hits; in the data active = activation above about 7.5%;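 note: 0% = vehicle and 100% = reference activator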
# PABP1 MLLE inh: blocks PAM2 peptide binding to the PABP1 MLLE domain; inhibition, % at 20 µM; P11940; GST-MLLE / FITC-PAM2 fluorescence polarization; AID 588489; 360,000 compounds, 0.36% hits; in the data active = inhibition above about 35%, passing the limit was not always enough;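 note: plate controls were DMSO wells with GST-MLLE for no effect and wells lacking GST-MLLE protein for full effect; some results filed as inactive read as strong as hits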
# MsrA inhibitor: inhibits bovine methionine sulfoxide reductase A; AID 651718; inhibition, % at 15.5 µM; purified bovine MsrA, absorbance read-out; 360,000 compounds, 0.75% hits; in the data active = inhibition above about 4.5%;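 note: 0% = vehicle wells with enzyme and 100% = reference inhibitor wells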
# eLon inh: E. coli protease La inhibition; P0A9M0; purified E. coli Lon protease, fluorescence polarization; inhibition, % at 7.94 µM; 360,000 compounds, 0.42% hits; in the data active = inhibition above about 13%, passing the limit was not always enough;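 note: 0% = enzyme with probe and DMSO and 100% = no enzyme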
# FAS-TE inh: blocks the thioesterase domain of human fatty acid synthase; P49327; recombinant FAS-TE, OMFH fluorogenic substrate, fluorescence endpoint; inhibition, % at 15 µM; 360,000 compounds, 0.67% hits;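 active = compounds whose normalised, plate-corrected inhibition of enzyme fluorescence in the single-dose primary screen is 50% or more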;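 note: 0% = DMSO with enzyme and 100% = substrate without enzyme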
# Rin1-Abl PPI inh: inhibitors of human Rin1-Abl protein interaction. P00519+Q13671. TR-FRET Rin1/Abl binding, biochemical. inhibition, % at 7.35 µM. 360,000 compounds, 0.4% hits. AID 588664; in the data active = inhibition above about 5%, passing the limit was not always enough
# Rpn11 inh: inhibitors of human proteasome Rpn11. human 26S proteasome, Ub4-pepOG fluorescence polarization; 20S core pre-blocked with epoxomicin. calls only at 20 µM. 360,000 compounds, 0.59% hits. AID 588493;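 active = inhibition at 20 µM, scaled to each plate's controls, above about 33%, limit read from the data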
# The depositor's hits bear a star; i = inactive; nt = no result given.
SMILES,MT1-MMP act inh,CSN inh,bovine MsrA act,PABP1 MLLE inh,MsrA inhibitor,eLon inh,FAS-TE inh,Rin1-Abl PPI inh,Rpn11 inh
NNC(=O)CNC(c1ccccc1)c1cc(Br)ccc1NC(=O)c1cccc(Cl)c1 (configuration not stated),-3,-10,-3,7,-0.1,1,3,1,i
CCC1(C)Cc2c(sc3nn[nH]c(=O)c23)CO1 (configuration not stated),-4,0,-7,27,nt,-4,-8,-2,i
Cc1cc(S(=O)(=O)N2CCCC2)c(C)s1,4,-3,-2,-6,-1.1,1,-7,-2,i
O=C1CCC([N+](=O)[O-])C(c2cccc([N+](=O)[O-])c2)N1 (configuration not stated),-2,-6,-3,5,1.1,9,-3,-1,i
CCn1c(Cc2ccc(OC)cc2)nnc1SCC(=O)Nc1ccc(N2CCOCC2)cc1,1,-2,-2,-16,-0.6,-4,-6,0,i
Cc1cc(-c2ccc(C)c(S(=O)(=O)NCCCN3CCN(c4ccccc4F)CC3)c2)on1,-4,4,-1,5,0.9,-1,11,-2,i
Cc1c(Cl)cccc1NC(=O)CCS(=O)(=O)c1cccc2nonc12,0,-1,-2,-2,0.8,-1,-1,4,i
Cc1oc(-c2cccc(Cl)c2)nc1CN(C)C1CCOC1 (configuration not stated),-1,0,-4,-2,0.1,0,-11,-1,i
C#Cc1ccc([C@@H]2C=C(C(=O)N3CCN(Cc4ccccc4)CC3)O[C@H](OCCCCO)C2)cc1,5,-4,-8,2,nt,2,-4,1,i
Cc1cc(C)cc(NC(=O)COC(=O)COc2ccc(N(C)S(=O)(=O)c3cccs3)cc2)c1,2,0,-2,-12,1.0,-11,14,-1,i
COc1ccc2c(c1)OC[C@H]1[C@H]2N2C(=O)CN(CCc3c[nH]c4ccccc34)C(=O)[C@@]2(C)[C@H]1c1ccccc1,-10,-4,-4,-14,0.9,0,36,0,i
COC(=O)c1cccc(NC(=O)NC2CCCN2S(=O)(=O)c2ccc(Cl)cc2)c1 (configuration not stated),7,-2,-1,7,0.2,-3,5,-1,i

# Reformatted bar-delimited: entries from further up.
compound | MT1-MMP act inh | CSN inh | bovine MsrA act | PABP1 MLLE inh | MsrA inhibitor | eLon inh | FAS-TE inh | Rin1-Abl PPI inh | Rpn11 inh
Cc1oc(-c2cccc(Cl)c2)nc1CN(C)C1CCOC1 (configuration not stated) | -1 | 0 | -4 | -2 | 0.1 | 0 | -11 | -1 | i
Cc1c(Cl)cccc1NC(=O)CCS(=O)(=O)c1cccc2nonc12 | 0 | -1 | -2 | -2 | 0.8 | -1 | -1 | 4 | i
Cc1cc(C)cc(NC(=O)COC(=O)COc2ccc(N(C)S(=O)(=O)c3cccs3)cc2)c1 | 2 | 0 | -2 | -12 | 1.0 | -11 | 14 | -1 | i

# (list continues)
SMILES,MT1-MMP act inh,CSN inh,bovine MsrA act,PABP1 MLLE inh,MsrA inhibitor,eLon inh,FAS-TE inh,Rin1-Abl PPI inh,Rpn11 inh
CC(C)[C@H]1C=C(C(=O)O)O[C@@H](OCCCCO)C1,6,-1,-3,-18,1.7,2,-12,1,i
c1ccc(CCNCC2COc3ccccc3O2)cc1 (configuration not stated),-2,2,-3,-10,-0.1,-1,-3,-1,i
O=C(Nc1nc2ccccc2s1)C1CC(=O)N(c2ccccc2)C1 (configuration not stated),-3,3,-7,-9,1.3,-6,2,1,i
CCOc1ccccc1NC(=O)CS(=O)(=O)c1cn(CC(=O)N2CCOCC2)c2ccccc12,2,6,-2,0,-0.8,6,-3,-2,i
NC(=O)C1CCN(C(=O)COc2ccc(S(=O)(=O)NC3CCCC3)cc2)CC1,3,2,-2,-5,-0.1,2,-2,-5,i
Cc1ccc(NC(=O)CS(=O)CC(=O)NCC2CCCO2)cc1 (configuration not stated),0,9,-1,-12,-0.8,6,-5,-2,i
c1ccc(CSc2nnc(-c3ccncc3)o2)cc1,-9,2,-14,-3,-0.5,5,-8,-2,i
Cc1nn(C)c(C)c1NC(=O)c1ccccc1NC(=O)Nc1ccccc1,1,4,-8,5,-0.3,-11,-2,-2,i
COc1ccc2c3n(nc2c1)CCN=C3c1ccc(Cl)cc1,-2,0,-5,5,1.5,13,-7,0,i
COc1ccc(Br)cc1CN(C)C(=O)c1cnc(C)cn1,3,-1,2,-4,0.8,7,-5,3,i
Cc1cc(C(=O)NCCc2ccc(Cl)cc2)c2ccccc2n1,1,2,-2,-4,0.4,-1,-2,0,i
CC(C)C(=O)Nc1ccc(O)c(-c2csc(N)n2)c1,6,8,1,17,1.3,-7,-5,-1,i
O=C(NN(Cc1ccccc1)Cc1ccccc1)c1ccccc1,-3,2,-1,2,0.9,-5,-1,-1,i
COc1ccc(NC(=O)c2cc(-c3ccco3)on2)c(OC)c1,-2,13,-3,-19,0.2,-13,-4,3,i
O=C(NCCc1ccccc1)c1c[nH]c2c(F)cccc2c1=O,4,2,-1,11,-0.1,-1,-2,1,i
O=C(O)CSCC(=O)N1CCN(Cc2ccc3c(c2)OCO3)CC1,-2,-3,-2,3,nt,-13,-4,2,i
Cc1csc(=O)n1CC(=O)Nc1ccc(Cl)cc1F,2,2,-1,5,0.5,-5,-2,6,i
CCOC(=O)c1cccc(NC(=O)Cn2cc3c(n2)CCC(C)C3)c1 (configuration not stated),15,-6,-6,3,-0.9,-1,2,-1,i
CC(=O)N1CCc2ccc(S(=O)(=O)N3CCN(C)CC3)cc21,0,-10,-3,-8,0.6,1,-6,1,i
C#CCNC(=O)C1=C[C@@H](c2coc3ccccc3c2=O)C[C@@H](OCc2ccc(CO)cc2)O1,6,-1,-2,2,-0.1,11,-11,4,i
N#Cc1nc(COc2ccccc2F)oc1NCCCn1ccnc1,2,-7,-10,-1,0.9,-8,-9,-2,i
COCCN(C(=O)COC(=O)c1cccc2ccccc12)c1c(N)n(Cc2ccccc2)c(=O)[nH]c1=O,-1,-2,-6,-3,-1.2,5,-1,0,i
COc1cccc(CN2CCN(Cc3cc(OC)c(OC)cc3[N+](=O)[O-])CC2)c1,0,2,-9,10,nt,-8,6,-3,i
CC1(C(=O)NS(=O)(=O)c2ccc3ccccc3c2)CCN1C(=O)C1(c2ccc(Cl)cc2)CCC1 (configuration not stated),1,0,-2,-3,-0.9,-5,-10,-2,i
Cn1cc(CC(=O)NCCCN2CCOCC2)c2ccccc21,-3,0,-14,-7,-0.3,0,-12,1,i
O=C(O)c1ccc(N/N=C/c2ccc(F)c(F)c2)cc1,3,-5,-5,-8,7.9*,-6,-3,-1,i
O=C(CN1CCN(c2cccc(Cl)c2)CC1)NC1CCCc2ccccc21 (configuration not stated),-3,3,-2,3,-0.8,-24,18,-1,i
c1coc(CN2CN=C(Nc3nc4ccccc4s3)NC2)c1,2,7,0,-2,-1.0,-1,1,2,i
CCN(CC)CCn1c(NCc2ccco2)nc2ccccc21,3,-2,4,13,0.7,2,-3,2,i
Cc1ccc(CNC(=O)C(Cc2ccccc2)NS(=O)(=O)c2ccc(Br)s2)cc1 (configuration not stated),-4,3,-1,-2,0.5,-15,19,-1,i
COc1cccc(-c2cnc3c(NC(C)=O)cc(-c4ccccc4OC)cn23)c1,3,5,1,4,1.3,-9,14,0,i
COc1ccc(NC(C)=O)cc1S(=O)(=O)NC(Cc1ccccc1)C(=O)NC(C)c1ccccn1 (configuration not stated),-1,0,-4,9,0.5,-8,-4,-1,i
CC(C)n1c(CNC(=O)c2ccccc2F)nnc1SCC(=O)c1ccc(F)cc1,-1,2,-2,11,0.6,-4,0,2,i
c1ccc(-c2cncnc2)cc1,-6,4,-6,0,-0.2,7,-11,0,i
O=[N+]([O-])c1cccc(S(=O)(=O)NCCc2cn3ccccc3n2)c1,8,3,-10,-4,-0.1,-5,-6,-3,i
C=CCN1C(=O)c2ccc(C(=O)N(C)CC(=O)Nc3ccc(Br)cc3C)cc2C1=O,0,3,-3,26,0.4,6,4,-1,i

# Random excerpt: 7 entries already listed.
SMILES,MT1-MMP act inh,CSN inh,bovine MsrA act,PABP1 MLLE inh,MsrA inhibitor,eLon inh,FAS-TE inh,Rin1-Abl PPI inh,Rpn11 inh
CC(C)n1c(CNC(=O)c2ccccc2F)nnc1SCC(=O)c1ccc(F)cc1,-1,2,-2,11,0.6,-4,0,2,i
Cn1cc(CC(=O)NCCCN2CCOCC2)c2ccccc21,-3,0,-14,-7,-0.3,0,-12,1,i
COc1ccc(NC(C)=O)cc1S(=O)(=O)NC(Cc1ccccc1)C(=O)NC(C)c1ccccn1 (configuration not stated),-1,0,-4,9,0.5,-8,-4,-1,i
COc1cccc(-c2cnc3c(NC(C)=O)cc(-c4ccccc4OC)cn23)c1,3,5,1,4,1.3,-9,14,0,i
C=CCN1C(=O)c2ccc(C(=O)N(C)CC(=O)Nc3ccc(Br)cc3C)cc2C1=O,0,3,-3,26,0.4,6,4,-1,i
c1coc(CN2CN=C(Nc3nc4ccccc4s3)NC2)c1,2,7,0,-2,-1.0,-1,1,2,i
O=C(CN1CCN(c2cccc(Cl)c2)CC1)NC1CCCc2ccccc21 (configuration not stated),-3,3,-2,3,-0.8,-24,18,-1,i

# Arranged by value in PABP1 MLLE inh (high to low): 4 of the compounds above
Molecule,PABP1 MLLE inh
CCN(CC)CCn1c(NCc2ccco2)nc2ccccc21,13
COc1ccc(NC(C)=O)cc1S(=O)(=O)NC(Cc1ccccc1)C(=O)NC(C)c1ccccn1 (configuration not stated),9
COc1cccc(-c2cnc3c(NC(C)=O)cc(-c4ccccc4OC)cn23)c1,4
O=C(O)c1ccc(N/N=C/c2ccc(F)c(F)c2)cc1,-8

# (list continues)
SMILES,MT1-MMP act inh,CSN inh,bovine MsrA act,PABP1 MLLE inh,MsrA inhibitor,eLon inh,FAS-TE inh,Rin1-Abl PPI inh,Rpn11 inh
Cc1ccc(S(=O)(=O)Nc2nc3ccccc3nc2N2CCc3ccccc3C2)cc1,-8,6,4,0,0.8,-6,26,0,i
O=C(O)c1cc2ncc(-c3[nH]ncc3[N+](=O)[O-])cn2n1,1,4,-10,8,1.9,3,-21,1,i
CCOC(=O)C1(CC2CCCCO2)CCN(S(=O)(=O)c2ccsc2)CC1 (configuration not stated),-2,3,-10,9,-0.9,1,-7,4,i
Cc1ccc(C)c(NC(=O)CSc2nnc(C)c(=O)n2N)c1,5,5,-3,21,0.9,8,-10,0,i
Cc1cc(OCC(=O)OCC(=O)N(C)Cc2ccccc2C)ccc1Cl,2,-3,-4,12,-0.7,10,28,1,i
COc1ccccc1-n1ccnc1SCC(=O)NC(C)(C)C,1,-12,-3,-3,-0.9,4,-4,-6,i
CCOc1ccccc1N1CCN(C(=S)Nc2ccc(S(N)(=O)=O)cc2)CC1,1,-15,-4,-105,-1.0,2,-3,3,i
O=C(COC(=O)c1cc(=O)[nH]c2ccccc12)Nc1ccccc1F,1,0,-1,3,0.6,-2,-5,0,i
COc1ccc(CNC(=O)CCN2C(=O)c3ccncc3C2=O)cc1OC,2,-1,-2,-8,-0.2,-1,-7,2,i
CCOc1ccccc1N(CC)C(=O)c1nn(C)c2c1CSc1ccccc1-2,0,0,-2,21,0.5,-4,8,2,i
CC(C)=CCN1CCN(Cc2ccc(C#CC(C)(C)O)cc2)CC1CCO (configuration not stated),1,-8,-2,-7,0.2,-1,0,1,i
N#Cc1nc(-c2ccccc2Cl)oc1N1CCCCC1,-1,-4,-8,0,2.4,2,14,-1,i
COc1ccc(SCCc2ccncc2)cc1,4,-4,-10,14,-1.8,-8,1,1,i
CC(=O)OC(COC1C[C@@H]2CC[C@@]1(C)C2(C)C)C[N+]1(C)CCCCC1 (some centres not stated),3,0,-1,-151,1.7,2,1,-3,i

# Source: PubChem BioAssay

# Rows are unselected, and some 3.7% of all compounds hit somewhere here.
